Source: PubChem BioAssay
MazF activator = increases E. coli MazEF RNase cleavage of RNA; activation, % at 20 µM; hit rate 0.32% among 350,000; FAM/BHQ RNA-DNA oligo cleavage fluorescence, 5 h; in the data active means activation above about 50%
Target sequence (P0AE70 whole entry, looked up): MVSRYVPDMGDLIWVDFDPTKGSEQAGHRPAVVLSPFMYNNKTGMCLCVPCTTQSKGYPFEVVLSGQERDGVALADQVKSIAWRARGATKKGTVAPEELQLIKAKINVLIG
Mtb BioA inh = inhibitors of Mycobacterium tuberculosis BioA enzyme; purified M. tuberculosis BioA enzyme, plate reader; hit rate 0.096% among 360,000; inhibition, % at 9.99 µM; in the data active means inhibition above about 40%
SSB-PriA inh = blocks PriA binding to SSB C-terminal tail; AlphaScreen SSBct-PriA binding, biotinylated peptide; inhibition, % at 33 µM; hit rate 0.6% among 430,000; in the data active means inhibition mostly above about 37%, no sharp cut-off; inactive means mostly below about 20%;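 further: plate controls were negative control peptide for no effect and reference peptide for full effect; strong numbers were not always called active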
Mtb FBA inh = inhibitors of M. tuberculosis fructose-bisphosphate aldolase; purified M. tuberculosis FBA, fluorescence read-out; inhibition, % at 1 µM; hit rate 2.3% among 360,000; in the data active means inhibition above about 27%;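 further: 0% = vehicle and 100% = reference inhibitor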
Target sequence (P9WQA3 whole entry, looked up): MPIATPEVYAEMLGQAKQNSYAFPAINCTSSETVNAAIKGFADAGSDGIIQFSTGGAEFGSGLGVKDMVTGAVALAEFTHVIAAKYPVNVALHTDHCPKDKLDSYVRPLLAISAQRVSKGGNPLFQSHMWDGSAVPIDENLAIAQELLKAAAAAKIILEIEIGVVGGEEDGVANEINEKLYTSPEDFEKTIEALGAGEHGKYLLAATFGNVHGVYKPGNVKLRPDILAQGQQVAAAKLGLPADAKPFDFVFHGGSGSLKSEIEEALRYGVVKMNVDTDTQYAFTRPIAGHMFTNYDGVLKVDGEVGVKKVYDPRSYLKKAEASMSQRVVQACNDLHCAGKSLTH
SARS 3CLpro inh = SARS-CoV 3CLpro protease inhibition; P0C6X7; recombinant SARS-CoV 3CLpro, quenched FRET peptide cleavage; inhibition, % at 6 µM; hit rate 0.14% among 290,000; in the data active means inhibition above about 12%
Rv3671c protease = inhibitors of M. tuberculosis serine protease Rv3671c; AID 2606; P9WHR9; inhibition, % at 5.96 µM; hit rate 0.048% among 320,000; in the data active means inhibition above about 38%;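 further: extracellular domain of Rv3671c used as enzyme; 0% = enzyme with DMSO and 100% = no enzyme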
DUSP3 inh = DUSP3 (human) phosphatase inhibition; P51452; recombinant VHR phosphatase, pNPP absorbance; inhibition, % at 13.3 µM; hit rate 0.52% among 290,000; AID 1654; in the data active means inhibition above about 50%; further: some compounds called inactive have numbers as strong as hits
Target sequence (P51452 whole entry, looked up): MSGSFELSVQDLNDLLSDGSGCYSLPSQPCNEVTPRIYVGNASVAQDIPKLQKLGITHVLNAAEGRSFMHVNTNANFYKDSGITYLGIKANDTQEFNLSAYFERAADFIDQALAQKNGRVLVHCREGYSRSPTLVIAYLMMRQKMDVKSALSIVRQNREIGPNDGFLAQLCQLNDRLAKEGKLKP
Vc quorum ag = induces V. cholerae light production without autoinducers; V. cholerae BH1578 lux reporter, luminescence, 6 h; activation, % at 18.7 µM; hit rate 0.16% among 350,000; AID 588436; in the data active means activation mostly above about 9.7%, no sharp cut-off; further: not every result past the cut was called active; inactives centre near 0; reference of the scale not given here
GDH-TPI counter = inhibits GDH-TPI coupling enzymes, artifact for Mtb FBA screen; GDH-TPI coupled enzyme counterscreen, NADH absorbance; inhibition, % at 4.8 µM; hit rate 1.2% among 360,000; in the data active means inhibition above about 30%;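 further: 0% = DMSO wells and 100% = wells lacking the enzyme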
Mtb UGM inh = Mtb UDP-galactopyranose mutase inhibition | hit rate 0.06% among 320,000 | purified UGM, fluorescence polarization probe displacement | P9WIQ1 | inhibition, % at 10 µM; in the data active means inhibition above about 10%, passing the limit was not always enough
Target sequence (P9WIQ1 whole entry, looked up): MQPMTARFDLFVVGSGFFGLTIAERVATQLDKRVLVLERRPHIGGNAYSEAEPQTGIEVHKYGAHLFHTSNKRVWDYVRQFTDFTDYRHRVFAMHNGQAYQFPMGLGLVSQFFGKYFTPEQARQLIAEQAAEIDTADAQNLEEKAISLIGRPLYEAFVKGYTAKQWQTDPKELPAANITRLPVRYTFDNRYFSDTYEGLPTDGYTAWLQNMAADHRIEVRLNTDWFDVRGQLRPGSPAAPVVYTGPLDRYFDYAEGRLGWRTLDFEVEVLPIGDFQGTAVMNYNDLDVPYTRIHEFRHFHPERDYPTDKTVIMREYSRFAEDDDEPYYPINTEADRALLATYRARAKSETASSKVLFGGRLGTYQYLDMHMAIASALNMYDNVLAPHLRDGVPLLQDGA
Starred values were filed as active, the others as inactive; i = inactive; · = no result given; & = joins results of further samples. An excerpt; count on the stated rates, not on these rows.

SMILES | MazF activator | Mtb BioA inh | SSB-PriA inh | Mtb FBA inh | SARS 3CLpro inh | Rv3671c protease | DUSP3 inh | Vc quorum ag | GDH-TPI counter | Mtb UGM inh
CC(C)CCNc1cc(=O)n(C)c(=O)n1C | -1 | 0.3 | 13 | 4 | -4 | 6 | 17 | i | -5 | -0.9
Cc1ccc(Nc2nnc(SC3CCOC3=O)s2)c(C)c1 (centres undefined) | 3 | 1.0 | -3 | 0 | -5 | -11 | 13 | -0.2 | -5 | -0.3
Cc1cc2nc(-c3ccc(SCC(=O)Nc4nccs4)nc3)[nH]c2cc1C | -11 | -2.1 | -2 | 0 | 4 | · | 5 | 0.1 | 11 | ·
COc1ccc(-c2c(C)oc3c(CN4CCCC(C)C4)c(O)ccc3c2=O)cc1OC (centres undefined) | -5 | 2.5 | -4 | 39* | 3 | · | 2 | -0.8 | 18 | ·
COc1ccc(S(=O)(=O)NC(C)C(=O)NCc2ccncc2)cc1Cl (centres undefined) | 4 | -1.6 | -9 | 0 | -2 | -13 | 26 | -0.2 | -4 | -0.5
O=C(CSc1nnc(Cc2ccccc2)o1)NCc1ccc2c(c1)OCO2 | -10 | -0.4 | 0 | 0 | 0 | -3 | 5 | -0.2 | -6 | -2.3
C=CCSc1nnc(NC(=O)c2ccc(S(=O)(=O)NCC3CCCO3)cc2)s1 (centres undefined) | 1 | 0.1 | -16 | -1 | -1 | 4 | -11 | -1.0 | 15 | 3.3
COc1ccc(S(=O)(=O)N(CCC#N)Cc2ccco2)cc1OC | 6 | -0.9 | -11 | 3 | 1 | 1 | -11 | -0.9 | 11 | -2.3
COC(=O)C1=C(C(=O)OC)SC(=C2C(=S)C(C)(C)N(C(=O)CC(C)C)c3ccccc32)S1 | -18 | -1.1 | 24 | 1 | -4 | -4 | 16 | -0.5 | 10 | -1.1
COC(C[C@@H](O)C[C@H](O)[C@H](C)OCc1ccccc1)OC | 10 | -0.5 | 0 | -2 | · | 3 | · | i | 0 | -0.4
CC(C)NC(=O)C1CC(=O)N(c2ccc(F)c(Cl)c2)C1 (centres undefined) | 11 | -0.7 | -8 | 2 | 0 | -10 | 24 | 0.6 | 1 | -0.2
O=C(c1ccc2c(c1)OCO2)N1CCC2(CC1)Oc1ccc(F)cc1C(=O)C21CC(c2ccc(Cl)cc2)=NO1 (centres undefined) | -12 | -0.8 | -3 | 2 | · | -2 | -4 | -0.3 | 0 | 0.7
CC(C)c1ccc(/C=C2\SC(=O)N(CC(=O)NCCCn3ccnc3)C2=O)cc1 | -1 | 1.0 | 0 | 2 | 6 | 0 | -32 | i | 47* | 0.1
Cc1c(CC(=O)O)c(=O)oc2cc3occ(-c4ccccc4)c3cc12 | -2 | 3.5 | -18 | 6 | -2 | -7 | -1 | -3.7 | 5 | -3.7
O=C1CCCC/C1=C\Nc1ccc(O)cc1 | 5 | -3.5 | · | 2 | 3 | -19 | 10 | -0.2 | 33* | 4.0
CCOC(=O)c1cnc(Nc2nc3ccccc3o2)nc1CSc1ncccn1 | 1 | · | -2 | · | 1 | -3 | · | · | · | -1.0
CC(=O)c1cnc2sccn2c1=O | 8 | -1.4 | 0 | 0 | 3 | -1 | -20 | -0.1 | 11 | -1.2
Cc1ccc(-c2nnc(N3CCN(C(=O)COc4cccc(C)c4)CC3)c3ccccc23)cc1 | 4 | · | 4 | -1 | 0 | -3 | 0 | -1.2 | -9 | 6.0
Cc1c(NC(=O)CSCc2ccc(Br)cc2)c(=O)n(-c2ccccc2)n1C | -3 | -0.7 | -8 | -1 | -6 | -3 | -11 | 0.0 | 1 | 1.1
CC(C)CC(NC(N)=O)C(=O)Nc1ccc(Cl)c(Cl)c1 (centres undefined) | 10 | · | 5 | 1 | 3 | 1 | 51* | -0.2 | 9 | 0.3
O=C(COC(=O)c1n[nH]c2ccccc12)Nc1ccc(Cl)cc1[N+](=O)[O-] | 25 | · | -7 | -1 | 4 | -5 | 17 | -0.7 | 11 | 3.0
Cc1cccc(OCC(=O)OCC(=O)c2c(N)n(C)c(=O)n(C)c2=O)c1C | -3 | 2.7 | -2 | 1 | 3 | 0 | 16 | -0.2 | -2 | -0.6
O=C1NC2(CCCCCC2)N=C1c1ccc(Br)cc1 | 0 | · | 0 | 0 | 1 | -10 | 11 | i | 3 | -2.2
CC(=O)c1cccc(NC(=O)CCOc2ccccc2)c1 | 3 | -2.9 | -7 | 3 | 3 | -1 | 0 | i | 10 | -1.1
COc1ccc(CCNC(=O)C(=O)NCCC2CCCCN2S(=O)(=O)c2ccccc2)cc1 (centres undefined) | -12 | · | 6 | 4 | · | -9 | · | i | 6 | ·
Cc1ccc(CNS(=O)(=O)c2c(C)n(C)c(=O)n(C)c2=O)cc1 | 0 | · | -12 | 4 | 0 | -1 | 5 | -0.1 | 10 | -0.2
CCNc1cc(Cl)nc(SC)n1 | 4 | -3.5 | -1 | -2 | -3 | -2 | 21 | i | 1 | -2.1
CCOC(=O)C(=CNc1ccc(NC2=NCC(C)(C)S2)cc1)C(=O)OCC | 6 | · | 1 | 5 | -1 | 5 | 17 | -0.3 | 12 | -0.7
COC(=O)COc1ccc(C2NC(=O)NC(c3ccccc3)=C2C(C)=O)cc1OC (centres undefined) | -6 | -0.9 | 1 | 2 | 2 | 7 | 21 | -1.4 | 7 | -1.0
C[C@@H](C(=O)NC1CCCC1)N1C(=O)N2CCc3c([nH]c4ccccc34)[C@@]2(C)C1=O | 3 | 2.2 | -5 | -3 | -2 | -1 | 29 | -0.4 | -9 | -1.4
Cn1cnnc1SCC(=O)NCc1cccc(C(F)(F)F)c1 | 4 | 0.5 | 4 | -1 | 3 | -6 | 3 | -12 | -2 | 2.9
COc1ccc(N/C=C2\CCOC2=O)cc1 | -7 | 29 | · | -3 | -7 | -1 | 42 | -4.1 | 56* | -0.8
O=C1CCC([N+](=O)[O-])C(c2cccc3ccccc23)N1 (centres undefined) | 7 | 2.5 | -7 | 1 | 2 | -2 | 12 | -0.4 | 12 | 1.6
COC(=O)c1cn(CCOc2ccccc2F)c2ccccc12 | -4 | 0.7 | -45 | -4 | 4 | 0 | 8 | -1.2 | 13 | 1.9
CCN(CC(=O)NCc1ccc(F)cc1)C(=O)c1cccnc1SC | -7 | -1.0 | -4 | 2 | 0 | 4 | 34 | -0.3 | 5 | 1.9
COCC(C)NC(=O)CCSc1nc(-c2ccc(OC)cc2)cc(C(F)(F)F)n1 (centres undefined) | 19 | 0.9 | -4 | 22 | -1 | 2 | 25 | 0.4 | 16 | -2.2
O=C1CCN(S(=O)(=O)c2ccc(Cl)cc2)CCN1 | 10 | -2.7 | 3 | -1 | -3 | -9 | -10 | 0.0 | 8 | 2.8
CSc1nc2c(c(=O)[nH]1)C(c1ccncc1)C(C(=O)OC(C)C)=C(C)N2 (centres undefined) | -1 | 1.7 | -7 | -1 | 4 | -14 | 2 | 3.2 | 10 | -1.9
COc1cc(NC(=O)COc2cc(C)cc3oc(=O)cc(C)c23)cc(OC)c1OC | -4 | -1.3 | · | 5 | · | · | · | -1.1 | 3 | ·
CC1(C(=O)NS(=O)(=O)c2ccc(C#N)cc2)CCN1C(=O)CC1CCCCC1 (centres undefined) | · | -0.5 | · | -3 | · | · | · | -0.2 | 6 | ·
O=C(NC1CCCCCC1)C1CCCN(S(=O)(=O)c2cnc[nH]2)C1 (centres undefined) | 7 | -0.6 | -5 | -1 | 1 | -7 | 25 | -0.1 | 4 | -1.3
C[C@@H]1CN(C2CCN(Cc3nc(CC4CC4)no3)CC2)C[C@H](C)O1 | 3 | · | -20 | -1 | -1 | -5 | 30 | i | -4 | -1.9
COCCCN1C(=O)C(CC(=O)NCCc2ccccn2)CC(C(=O)N2CCOCC2)=C1C (centres undefined) | 2 | 0.6 | · | 2 | · | · | · | -0.5 | 6 | ·
COc1ccc(/C=N/NC(=O)c2cccs2)c2ccccc12 | 15 | 1.4 | · | 1 | · | -9 | · | 0.2 | 32* | 0.6
CCN(CC(=O)Nc1cc(Cl)ccc1C)C(=O)c1nc2nc(C)cc(C)n2n1 | -3 | -3.7 | -4 | 3 | · | -5 | · | 0.2 | 5 | -1.0

Already shown: entries from further up.
SMILES | MazF activator | Mtb BioA inh | SSB-PriA inh | Mtb FBA inh | SARS 3CLpro inh | Rv3671c protease | DUSP3 inh | Vc quorum ag | GDH-TPI counter | Mtb UGM inh
C[C@@H]1CN(C2CCN(Cc3nc(CC4CC4)no3)CC2)C[C@H](C)O1 | 3 | · | -20 | -1 | -1 | -5 | 30 | i | -4 | -1.9
COCCCN1C(=O)C(CC(=O)NCCc2ccccn2)CC(C(=O)N2CCOCC2)=C1C (centres undefined) | 2 | 0.6 | · | 2 | · | · | · | -0.5 | 6 | ·
COc1ccc(/C=N/NC(=O)c2cccs2)c2ccccc12 | 15 | 1.4 | · | 1 | · | -9 | · | 0.2 | 32* | 0.6
CCN(CC(=O)Nc1cc(Cl)ccc1C)C(=O)c1nc2nc(C)cc(C)n2n1 | -3 | -3.7 | -4 | 3 | · | -5 | · | 0.2 | 5 | -1.0

Next part
SMILES | MazF activator | Mtb BioA inh | SSB-PriA inh | Mtb FBA inh | SARS 3CLpro inh | Rv3671c protease | DUSP3 inh | Vc quorum ag | GDH-TPI counter | Mtb UGM inh
CCOC(=O)CC(NC(=O)c1ccco1)c1ccc(OC)cc1 (centres undefined) | 4 | -4.8 | -15 | -2 | 4 | 3 | 24 | i | 7 | -2.3
COC(=O)c1c(NC(=O)c2c(OC)cccc2OC)sc2c1C(C(=O)OC)CC2 (centres undefined) | 0 | -0.7 | -6 | 1 | 1 | -10 | 9 | -1.5 | 17 | -0.1
COc1cc(/C=C/C(=O)OCC(=O)Nc2ccc(Cl)cn2)ccc1O | 2 | -2.5 | 17 | 3 | · | 5 | · | i | 15 | -1.3
CC(C)NC(=O)N(C)C[C@@H]1OCc2cnnn2CCCC(=O)N([C@H](C)CO)C[C@H]1C | 9 | -1.8&2.0&-1.7 | · | -2 | · | · | · | -0.5 | 9 | ·
Cc1ccc(C)c(C(=O)COC(=O)CCCC(=O)Nc2cc(C(F)(F)F)ccc2Cl)c1 | -1 | · | -10 | 3 | 2 | -13 | 36 | -0.4 | -1 | -2.0
CC(NC(=O)c1ccc(F)cc1)C(c1cccs1)N1CCN(C)CC1 (centres undefined) | -1 | · | -6 | 1 | -5 | 3 | 36 | 0.7 | -6 | -0.7
O=C(NCc1ccc2c(c1)OCO2)C1CCC(CNS(=O)(=O)c2ccccc2)CC1 (centres undefined) | 2 | · | -10 | -3 | -1 | -2 | 9 | i | -1 | 4.1
CCCCN(C(=O)CSc1c(C)c(C)cc(C)c1C)c1c(N)n(CCC)c(=O)[nH]c1=O | 1 | -2.2 | -1 | 1 | · | -3 | · | 2.6 | -6 | 2.5
CCOc1ccc(NC(=O)c2ccc3c(c2)S(=O)(=O)N=C2CCCCCN23)cc1 | -5 | -2.3 | · | 5 | · | · | · | 0.6 | 4 | ·
Cc1sc(NC(=O)C2CCCO2)c(C(N)=O)c1C (centres undefined) | 1 | 0.4 | -12 | 2 | -1 | -6 | 9 | i | 6 | 8.5
Cc1ccc(S(=O)(=O)Nc2c(C(=O)O)[nH]c3ccccc23)c(C)c1 | -5 | 2.3 | 10 | 0 | 4 | -6 | 7 | -5.5 | -3 | 1.2
COc1cc(/C=C2/C(=N)N3C(=NC2=O)SN=C3S(C)(=O)=O)ccc1OS(=O)(=O)c1ccc(C)cc1 | -19 | 5.5 | -9 | 2 | 8 | -15 | -22 | -0.2 | 11 | 0.5
O=C(NNC(=O)C12CC3CC(CC(Br)(C3)C1)C2)c1ccccc1F | 6 | -1.4 | -8 | 1 | · | -14 | · | -7.1 | 5 | -2.8
C/C(=N\NC(=O)c1ccccc1Cl)c1c(O)n(C2CCCCC2)c(=O)[nH]c1=O | 3 | -0.5 | · | -6 | 4 | 3 | 15 | -6.1 | 37* | 1.3
CCOC(=O)c1[nH]c2ccc(C(=O)OC)cc2c1C(=O)OCC | 0 | 3.3 | -14 | 46* | -7 | 4 | 20 | 0.6 | 8 | -1.4
CCCCc1c(O)nc(SCC(=O)N2CCCCC2)[nH]c1=O | 5 | -0.9 | -5 | 0 | 6 | 4 | -16 | -0.3 | 7 | -0.2
